# Screening data as filed in PubChem.
# MRP resist rev: reversal of MRP1-mediated doxorubicin resistance, primary screen, H69AR cells, doxorubicin co-treatment; H69AR cells + 2 uM doxorubicin, CellTiter-Glo, 72 h; differential viability (reversal), % at 10 µM; actives 0.04% (n = 85,000);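 active means viability drop by adding the cancer drug above about 55%, with treated viability meeting a 40% cutoff, limit read from the data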;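 further: viability without doxorubicin minus viability with 2 µM doxorubicin for each compound; larger differential means the compound sensitizes cells more to doxorubicin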
# IL1B NFkB inh: inhibitors of IL-1B driven NFkB p65 nuclear import, primary screen, imaging, HUVEC, IL-1B stimulus, high-content imaging; HUVEC IL-1B NFkB p65 nuclear translocation imaging; inhibition, % at 2 µM; actives 0.43% (n = 94,000); AID 796, 2007;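 active means inhibition above about 30% together with a positive call from visual inspection of the well image, limit read from the data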;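 further: nuclear over cytoplasmic p65 intensity ratio measured by imaging; 0% = IL-1B stimulated DMSO wells and 100% = unstimulated DMSO wells; values of inactives mirror those of a sister screen read the other way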
# PLAP inhibition: PLAP enzyme inhibitors, biochemical, luminescence, HTS (AID 690) | purified PLAP, luminescent substrate; higher % means a stronger effect | one-dose inhibition, % at 20 µM; IC50 in µM for titrated hits | Alkaline phosphatase, placental type (Homo sapiens) | actives 0.08% (n = 96,000); in the data active means a potency from the dose series; inactive means the rest, 99 in 100 with inhibition below about 30%; further: strong numbers were not always called active
# Bcl-B TR3 displacers: displacers of TR3 peptide from Bcl-B, primary screen, selectivity assay for Bfl-1 inhibitor project, biochemical, fluorescence polarization; Bcl-2-like protein 10 (Homo sapiens); FP displacement of FITC-TR3 peptide from Bcl-B; higher % means a stronger effect; one-dose displacement, % at 20 µM; IC50 in µM for titrated hits; actives 0.11% (n = 96,000);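 active means displacement above 50% at 20 µM plus a fluorescence interference ratio under 1.5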;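 further: plate controls were wells without compound for no effect and wells lacking Bcl-B protein for full effect; a part of the inactive calls stands beside numbers as strong as those of hits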
# IL1B NFkB pot: enhancers of NFkB p65 translocation in HUVEC – imaging, IL-1B stimulus, high-content imaging, primary screen; HUVEC IL-1B NFkB p65 nuclear translocation imaging; actives 0.3% (n = 94,000); activation, % at 2 µM;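 active means activation above 40%, about the mean plus 3 SD, also judged a hit on visual image review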;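 further: percent activation is computed from the nuclear over cytoplasmic p65 intensity ratio; values of inactives mirror those of a sister screen read the other way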
# MRP resist rev cytotoxicity: recorded beside MRP resist rev, whose call it bears; viability, %; H69AR cells, CellTiter-Glo, 72 h; measured here: cytotoxicity without doxorubicin
# MRP resist rev with doxorubicin: recorded beside MRP resist rev, whose call it bears; viability, %; measured here: viability with 2 uM doxorubicin; hits give low values
# IL1B NFkB inh cell count 2 µM: also measured in IL1B NFkB inh; calls as there; cell count; measured here: cells passing quality filter;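 raw number of nuclei counted in each imaged well without normalization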
# IL1B NFkB pot cell count 2 µM: recorded beside IL1B NFkB pot, whose call it bears; cell count; measured here: cells passing quality filter
# * = called active by the depositor; / = not tested or not shown. Only part of the results is shown; count on the stated rates, not on these rows.
# Below each compound – MRP resist rev	MRP resist rev cytotoxicity	MRP resist rev with doxorubicin	IL1B NFkB inh	IL1B NFkB inh cell count 2 µM	PLAP inhibition	Bcl-B TR3 displacers	IL1B NFkB pot	IL1B NFkB pot cell count 2 µM
COc1ccc(N=C2C(=Nc3ccc(OC)cc3)N(c3ccc(OC)cc3)C(=S)N2C(=O)c2ccc(OC)cc2)cc1
    -2.6	84.9	87.6	-0.8	134	/	/	0.8	134
CCCC(=O)OC1CC(C)N(C(=O)c2ccccc2)c2ccc(C)cc21 (configuration not stated)
    14.8	98.2	83.4	-5.2	165	/	/	5.2	165
O=C(CN1C(=O)c2cccc3cccc1c23)Nc1cccnc1
    /	/	/	-11.2	114	/	/	11.2	114
CN1C(=O)CC(N2CCC(C(N)=O)CC2)C1=O (configuration not stated)
    -10.2	92.9	103.1	-19.4	129	/	/	19.4	129
CCN(C(=O)CSc1nnc(Cc2ccccc2F)n1N)C1CCS(=O)(=O)C1 (configuration not stated)
    2.6	101.0	98.3	1.0	195	-3.3%	0.7%	-1.0	195
O=C1Nc2ccc(S(=O)(=O)NCCC3=CCCCC3)c3cccc1c23
    /	/	/	-15.5	156	24.4%	3.0%	15.5	156
NC(=O)c1cc2cc(Br)ccc2oc1=NCc1ccccc1
    0.9	41.0	40.1	-3.5	184	14.1%	14.6%	3.5	184
Cc1ccccc1-c1nc(CS(=O)(=O)CC(=O)NCc2ccccc2)c(C)o1
    9.4	87.1	77.7	0.0	40	18.7%	0.1%	0.0	40
COCCCN1C(=O)c2[nH]nc(-c3ccccc3O)c2C1c1cccc(Cl)c1 (configuration not stated)
    -3.2	2.9	6.1	-13.8	102	-51.7%	-6.5%	13.8	102
O=C(NCCNC(=O)c1cc(OCC(F)(F)F)ccc1OCC(F)(F)F)Nc1ccccc1
    /	/	/	-4.9	148	-0.5%	0.9%	4.9	148
COC(=O)C(C)(C)NC(=O)c1cccs1
    -11.1	83.4	94.5	-3.4	127	14.1%	4.7%	3.4	127
CCCNC(=O)N(C)c1nncnc1C(=O)NC
    /	/	/	10.9	87	4.3%	1.8%	-10.9	87
O=C(/C=C/c1ccc(F)cc1)NC(=S)Nc1ccccc1C(=O)NC1CCCCC1
    /	/	/	-4.6	127	6.7%	5.3%	4.6	127
CCC(CC)C(=O)Nc1ccc(C)c(O)c1
    /	/	/	-8.0	154	1.4%	-14.3%	8.0	154
O=C(NCc1ccco1)c1nn2c(C(F)(F)F)cc(-c3cccs3)nc2c1Cl
    2.3	99.7	97.3	-17.8	162	13.9%	-32.1%	17.8	162
COC(=O)C1=C(C)NC(=O)C1(NC(=O)CN1CCCC1=O)C(F)(F)F (configuration not stated)
    -6.7	92.0	98.6	14.8	96	/	/	-14.8	96
COc1ccc(N(C(=O)COc2ccccc2OC)S(=O)(=O)c2ccc(C)cc2)cc1
    /	/	/	-1.8	132	18.6%	-5.6%	1.8	132
O=C(c1ccc(Br)o1)N1CCN(c2ncccn2)CC1
    5.5	94.4	88.9	11.0	151	20.7%	-3.2%	-11.0	151
CCOc1ccc(N2CC(C(=O)NC(C)C)CC2=O)cc1 (configuration not stated)
    2.7	94.3	91.6	-6.7	183	-6.2%	-7.9%	6.7	183
CCCCCCCCC(=O)N/N=C(\C)c1cccnc1
    8.6	96.5	87.8	3.0	92	/	/	-3.0	92
COc1ccc(OCc2nnc(SCC(=O)N3CCCc4ccccc43)n2-c2ccc(C)cc2)cc1
    -43.9	51.8	95.7	7.0	97	-90.7%	-7.4%	-7.0	97
CSc1nnc(N(CCC#N)CCC#N)s1
    18.5	106.1	87.6	7.3	85	18.8%	-0.1%	-7.3	85
CCOC(=O)c1cccc(NC(=O)CN(c2ccc(OC)cc2)S(=O)(=O)c2c(C)noc2C)c1
    -20.0	64.2	84.3	-39.1	130	-45.6%	-2.4%	39.1	130
CCOC(=O)N1CCN(C(=O)c2ccc3c(=O)n(Cc4ccccc4OC)c(=S)[nH]c3c2)CC1
    2.6	33.9	31.3	-0.5	147	-39.9%	2.4%	0.5	147
CCNC(=O)CSc1nc2ccccc2c(=O)n1OC
    8.8	99.9	91.2	2.6	117	3.6%	-12.8%	-2.6	117
Cc1[nH]n2c(=O)cc(C(C)C)nc2c1-c1ccccc1
    -9.6	14.3	24.0	-9.0	119	-27.3%	-14.3%	9.0	119
CC1CCCCC1NC(=O)c1nn(C)c(=O)c2ccccc12 (configuration not stated)
    9.4	90.9	81.5	-78.2	132	/	/	78.2*	132*
N#Cc1c(-c2ccccc2)c(-c2ccccc2)nn(CC(=O)NNC(=O)Nc2ccccc2)c1=O
    /	/	/	/	/	-83.7%	13.4%	/	/
COc1cccc(C(=O)Nc2nnc(-c3cccs3)o2)c1
    -6.7	74.4	81.1	-4.0	54	-59.1%	14.3%	4.0	54
CC(C)(C)CNC(CO)C12CC3CC(CC(C3)C1)C2 (configuration not stated)
    -1.8	87.1	88.9	7.7	156	-13.4%	-3.1%	-7.7	156

# Some of these compounds in order of formula weight, lowest first.
# Below each compound – MRP resist rev	MRP resist rev cytotoxicity	MRP resist rev with doxorubicin	IL1B NFkB inh	IL1B NFkB inh cell count 2 µM	PLAP inhibition	Bcl-B TR3 displacers	IL1B NFkB pot	IL1B NFkB pot cell count 2 µM
CSc1nnc(N(CCC#N)CCC#N)s1
    18.5	106.1	87.6	7.3	85	18.8%	-0.1%	-7.3	85
COc1cccc(C(=O)Nc2nnc(-c3cccs3)o2)c1
    -6.7	74.4	81.1	-4.0	54	-59.1%	14.3%	4.0	54
COc1ccc(OCc2nnc(SCC(=O)N3CCCc4ccccc43)n2-c2ccc(C)cc2)cc1
    -43.9	51.8	95.7	7.0	97	-90.7%	-7.4%	-7.0	97

# Next compounds.
# Below each compound – MRP resist rev	MRP resist rev cytotoxicity	MRP resist rev with doxorubicin	IL1B NFkB inh	IL1B NFkB inh cell count 2 µM	PLAP inhibition	Bcl-B TR3 displacers	IL1B NFkB pot	IL1B NFkB pot cell count 2 µM
Cc1ccc(C2C3=C(CC(C)(C)CC3=O)N(CCN3CCOCC3)C3=C2C(=O)CC(C)(C)C3)cc1
    13.4	86.8	73.4	-25.4	127	-108.4%	-4.1%	25.4	127
Cc1ccc(CSCC(Nc2ccc(C(=O)O)cc2[N+](=O)[O-])C(=O)O)cc1 (configuration not stated)
    1.5	95.9	94.5	/	/	18.6%	-4.1%	/	/
O=C(COC(=O)c1cnccn1)Nc1ccc(Cl)cc1
    -6.0	91.2	97.2	3.5	150	/	/	-3.5	150
O=C1C(O)CC2c3ccccc3CC3(CCCC3)N12 (configuration not stated)
    -4.1	94.7	98.8	-0.5	155	-7.0%	4.1%	0.5	155
N#Cc1c(N)n(CCOC(=O)c2ccc(Cl)cc2)c2nc3ccccc3nc12
    /	/	/	-5.0	172	-6.1%	-16.0%	5.0	172
Cc1cc(NC(=O)/C=C/c2ccccc2)no1
    14.9	98.0	83.1	-40.0	65	27.6%	-11.3%	40.0	65
COc1ccc(-n2c(SCC(=O)Nc3sc4c(c3C#N)CCCC4)nnc2-c2ccc(O)cc2)cc1
    -15.0	11.8	26.8	-13.1	200	-87.3%	-42.5%	13.1	200
Cc1noc(C)c1COC(=O)CCOc1ccccc1
    -2.6	92.6	95.1	-16.3	178	-17.6%	6.5%	16.3	178
COC(=O)c1cn(CC(=O)N2CCCCCC2)c2ccccc12
    -2.0	68.6	70.6	-11.0	91	-17.0%	-16.1%	11.0	91
Cc1ccc(N2C(=O)c3ccccc3C2Nc2ccccc2F)nc1 (configuration not stated)
    11.8	91.8	80.0	2.6	154	29.1%	-4.7%	-2.6	154
O=C(CCc1ccccc1)Nc1ccc(F)cc1F
    32.6	104.8	72.2	-5.0	125	6.4%	3.7%	5.0	125
Cn1nc(C(=O)Nc2nc3ccc(S(C)(=O)=O)cc3s2)ccc1=O
    /	/	/	-23.1	147	-15.0%	5.0%	23.1	147
CCCn1c(NC(=O)c2ccc(Cl)c(S(=O)(=O)N3CCCC3)c2)nc2ccccc21
    -22.3	10.0	32.2	3.8	88	-47.8%	-101.0%	-3.8	88
CCOC(=O)C(C(C)=O)=C1SC2CS(=O)(=O)CC2S1 (configuration not stated)
    5.5	92.6	87.1	3.3	75	13.5%	-4.8%	-3.3	75
CN(CCNC(=O)CN1CCN(Cc2ccccc2Cl)C1=O)Cc1ccccc1
    1.1	82.8	81.8	2.5	134	-76.0%	18.0%	-2.5	134
O=C(Cn1nnc(-c2ccc3c(c2)OCO3)n1)N1CCOCC1
    10.8	90.3	79.5	-26.1	138	6.9%	-8.1%	26.1	138
Cc1cccc(-c2noc(CN(C(=O)C(c3ccccc3)c3ccccc3)C(C)C)n2)c1
    -2.1	75.1	77.2	-1.6	148	-31.1%	-7.5%	1.6	148
Fc1cc(F)cc(-c2oncc2-c2nnnn2-c2ccccc2)c1
    8.4	106.2	97.8	-2.5	151	/	/	2.5	151
C[C@H](N)c1nnc(SCc2ccc(Cl)cc2Cl)o1
    5.7	95.0	89.3	-1.9	135	-22.7%	-1.3%	1.9	135
Clc1ccccc1-c1nnc2sc(-c3ccc4c(c3)OCO4)nn12
    -45.3	23.4	68.8	-36.3	134	4.3%	-8.2%	36.3	134
O=C(NCc1cccnc1)c1c(F)c(F)c(F)c(F)c1F
    10.7	93.7	83.0	2.3	123	-1.1%	-15.7%	-2.3	123
O=C(O)c1ccccc1C(=O)Nc1n[nH]c(=S)s1
    /	/	/	6.5	166	-0.6%	3.9%	-6.5	166
COC(=O)c1cc2c(=O)n3ccccc3nc2n(C(C)C)c1=N
    -12.9	90.0	102.9	8.6	123	/	/	-8.6	123
CCOC(=O)n1c(=O)n(Cc2ccc(Cl)c(Cl)c2)c2ccccc21
    /	/	/	-10.5	145	-21.3%	-1.6%	10.5	145
O=C(CSc1nnc(Cc2ccccc2)o1)Nc1ccc(Br)cn1
    -0.4	97.8	98.2	1.7	171	8.4%	3.2%	-1.7	171
O=C(CN1CCCC1)NCC1(c2ccccc2)CCOCC1
    7.9	99.4	91.5	15.5	176	-7.0%	-12.9%	-15.5	176
CC1=CC(C#N)(C#N)C(C#N)(C#N)C(c2ccccc2)N1 (configuration not stated)
    -7.3	80.0	87.3	-7.2	186	-58.0%	121.8%	7.2	186
O=C(O)CCCn1c(=O)[nH]c2ccccc2c1=O
    -44.1	88.7	132.9	-19.3	114	5.4%	-1.6%	19.3	114
O=C1C(c2ccnc3ccccc23)=C(O)c2ccccc21
    -6.1	33.6	39.8	-17.2	122	/	/	17.2	122
Cc1c(Cc2ccccc2)c(=O)oc2cc(OC(=O)c3ccccc3)ccc12
    /	/	/	-6.3	151	9.9%	0.6%	6.3	151
O=C(CSc1nnc(Cc2cccs2)n1-c1ccc(Cl)cc1)NCc1ccc2c(c1)OCO2
    9.5	93.7	84.3	-0.9	177	-30.2%	-9.5%	0.9	177
O=P(/C(=N/O)Sc1ccccc1)(N1CCOCC1)N1CCOCC1
    /	/	/	2.6	201	-6.2%	-10.5%	-2.6	201
COc1cccc(C(=O)Nc2cccnc2)c1
    10.9	97.1	86.2	-0.7	184	-29.8%	10.2%	0.7	184
CCOC(=O)c1sc(=NC(=O)c2cccc(OC)c2)n(C)c1C
    7.0	92.2	85.2	-2.1	148	9.5%	-6.6%	2.1	148
Cc1ccc(-n2ncc3c(=O)n(CC(=O)NCc4ccco4)cnc32)cc1
    -22.1	68.5	90.6	-26.3	166	/	/	26.2	166
Cc1ccc(S(=O)(=O)CCCS(=O)(=O)c2ccc(C)cc2)cc1
    /	/	/	-10.2	98	18.0%	7.0%	10.2	98
COC(=O)Cn1nnc(-c2cccc(OC)c2)n1
    20.7	100.9	80.2	-22.9	91	1.3%	0.4%	22.9	91
COc1ccc(CCNC(=O)c2cc3sc(Cl)cc3n2C)cc1OC
    34.7	109.4	74.7	-23.2	67	-86.6%	-6.4%	23.2	67
COC(CNc1cc(=O)oc2ccccc12)OC
    21.5	89.2	67.7	2.5	172	15.3%	-2.4%	-2.5	172
